Source: PubChem (several laboratories)
GC-B act: human GC-B receptor activators, primary screen, HEK293 GC-B cells, cGMP TR-FRET, EC30 CNP; AID 1920062, 2024; 0% at EC30 CNP, 100% saturating CNP; activation, % at 10 µM; actives 0.11% (n = 370,000);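 active = activation at 10 µM reaching about 35% in either raw or pattern-adjusted values, limit read from the data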
GAA850 FXN act: FXN promoter activators, primary screen, cell-based, luciferase luminescence, HEK293 lucGAA850. HEK293 lucGAA850 FXN promoter luciferase reporter, 24 h; percent of 10 µM SAHA response. activation, % at 6 µM. actives 0.56% (n = 360,000);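 active = activation above the average of all compounds screened plus 3 SD, cutoff fixed separately per campaign, cut at about 7.5% in these data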;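 also: 0% = DMSO wells and 100% = 10 µM SAHA wells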
NPR1 activator: GC-A stimulated cGMP production enhancers – HEK293 GC-A cells, cGMP TR-FRET, EC30 ANP, primary screen | 0% at EC30 ANP, 100% saturating ANP | activation, % at 10 µM | actives 0.14% (n = 370,000); in the data active = activation above about 40%
ADAM10 inh: human ADAM10 inhibitors, primary screen, biochemical, QFRET, HTS; Disintegrin and metalloproteinase domain-containing protein 10 (Homo sapiens), O14672; recombinant ADAM10, EDANS/DABCYL FRET peptide cleavage, 3 h; inhibition, % at 7 µM; actives 0.62% (n = 370,000); AID 720582, 2013;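 active = inhibition above a per-campaign cutoff equal to the mean of compounds falling between control-based bounds plus 3 SD, cut at about 20% in these data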;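 also: 0% = DMSO wells while the 100% control is not disclosed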
Target sequence (O14672 214-748 limits assumed): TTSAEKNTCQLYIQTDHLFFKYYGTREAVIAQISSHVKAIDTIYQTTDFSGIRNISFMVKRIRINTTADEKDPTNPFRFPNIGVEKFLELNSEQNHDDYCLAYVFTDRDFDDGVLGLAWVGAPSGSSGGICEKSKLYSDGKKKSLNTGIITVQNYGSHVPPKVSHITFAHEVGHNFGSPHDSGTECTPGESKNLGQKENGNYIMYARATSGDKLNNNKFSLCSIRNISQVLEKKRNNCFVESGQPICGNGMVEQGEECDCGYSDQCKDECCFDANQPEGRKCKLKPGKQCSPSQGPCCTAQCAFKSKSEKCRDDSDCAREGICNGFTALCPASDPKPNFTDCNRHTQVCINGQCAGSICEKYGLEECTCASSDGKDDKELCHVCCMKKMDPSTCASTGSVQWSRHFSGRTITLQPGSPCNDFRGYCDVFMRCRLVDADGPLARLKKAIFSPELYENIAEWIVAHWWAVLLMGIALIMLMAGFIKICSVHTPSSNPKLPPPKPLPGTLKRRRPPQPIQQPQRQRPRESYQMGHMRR
ARFGAP1 inh: inhibitors of rat ARFGAP1 GAP activity, primary screen, biochemical, fluorescence polarization, GDP tracer | Arfgap1-stimulated ARF1 GTP hydrolysis, GDP FP detection | inhibition, % at 16.5 µM | actives 0.26% (n = 360,000) | AID 651572, 2012;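 active = inhibition above a per-plate limit, mean inhibition of low control wells plus 3 SD, cut at about 25% in these data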;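 also: 0% = DMSO wells with enzyme and 100% = wells lacking Arfgap1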
Target sequence (Q62848 1-136 limits assumed): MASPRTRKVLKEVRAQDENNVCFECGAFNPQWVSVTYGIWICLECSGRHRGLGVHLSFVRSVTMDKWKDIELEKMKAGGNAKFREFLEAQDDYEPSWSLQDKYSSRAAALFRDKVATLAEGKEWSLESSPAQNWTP
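Assay system: purified rat His6-Arfgap1 residues 1-136 (GAP domain); Reagent: human Δ17 ARF1 bound to GTP; Dosing: 16.5 µM single point, 1.26% DMSO; Times: GTP hydrolysis reaction 2 h at 25 °C; Signal: FP, GDP Alexa 633 tracer displaced from anti-GDP antibody, 620/688 nm; Measure: % inhibition from polarization.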
DDE Tn6 FP inh: inhibitors of Tn6 peptide binding to fibrin DD(E), primary screen, biochemical, fluorescence polarization, human fibrin, Tn6 probe | inhibition, % at 8.3 µM | AID 720509, 2013 | actives 0.21% (n = 370,000) | Fibrin DD(E) TRITC-Tn6 fluorescence polarization displacement;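 active = inhibition above a per-campaign cutoff: mean of compounds within control limits plus 3 SD, cut at about 15% in these data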;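 also: 0% = median of all compound wells on the plate and 100% = blocking peptide control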
KLK7 zymogen act: proKLK7 zymogen activators, primary screen, biochemical, fluorescence intensity; purified proKLK7, EDANS-DABCYL substrate fluorescence; 100% is mature enzyme control, 0% vehicle; Kallikrein-7 (Homo sapiens), P49862; AID 652039, 2013; activation, % at 7 µM; actives 0.9% (n = 370,000);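 active = activation above the mean of all tested compounds plus 3 SD, computed per campaign excluding outliers beyond control limits, cut at about 13% in these data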
Target sequence (P49862 whole entry, looked up): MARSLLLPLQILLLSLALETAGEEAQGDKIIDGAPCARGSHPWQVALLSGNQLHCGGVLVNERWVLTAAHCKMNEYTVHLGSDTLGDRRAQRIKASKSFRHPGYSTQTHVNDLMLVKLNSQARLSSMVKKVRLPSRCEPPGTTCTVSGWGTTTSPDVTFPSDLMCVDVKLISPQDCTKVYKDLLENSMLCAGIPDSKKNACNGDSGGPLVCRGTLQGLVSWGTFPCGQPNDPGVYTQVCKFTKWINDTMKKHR
rCAG RNA binder: binders of r(CAG) RNA repeats, primary screen, biochemical, fluorescence | r(CAG) RNA repeat, TO-PRO-1 dye displacement fluorescence | inhibition, % at 3 µM | actives 1.3% (n = 370,000);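 active = inhibition above the plate cutoff, the mean of all test compounds on that plate plus 3 SD, cut at about 35% in these data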;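 also: 0% = DMSO alone and 100% = 100 µM mitoxantrone as full dye displacement; higher means more dye released from RNA so lower well fluorescence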
ASAP1 GAP inh: inhibitors of human ASAP1 ArfGAP activity, primary screen, biochemical, fluorescence polarization. inhibition, % at 16.5 µM. actives 0.19% (n = 360,000). Arf-GAP with SH3 domain, ANK repeat and PH domain-containing protein 1 (Homo sapiens), …. ASAP1-stimulated ARF1 GTP hydrolysis, GDP FP detection; in the data active = inhibition above about 25%;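 also: 0% = vehicle with enzyme and substrate and 100% = no enzyme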
sPLA2-III inh: human group III sPLA2 inhibitors, primary screen, biochemical, QFRET, BODIPY PC-A2 liposome substrate; Group 3 secretory phospholipase A2 (Homo sapiens), Q9NZ20; QFRET BODIPY PC-A2 liposome hydrolysis, fluorescence; inhibition, % at 12.2 µM; actives 0.56% (n = 370,000); AID 743126, 2013;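 active = inhibition above mean plus 3 SD of compounds lying within the high and low control bounds, cut at about 19% in these data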;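 also: 0% = median of test compound wells and 100% = no enzyme DMSO wells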
The depositor's hits bear a star; i = inactive; . = no result given. The list is partial. The share of hits here may be higher or lower than overall.

(1) COc1cc(NC(=O)CN2C3CCC2CC(O)(c2cccnc2)C3)cc(OC)c1 (configuration not stated)
(2) O=Cc1c(C(=O)O)n(Cc2ccccc2F)c2ccccc12
(3) COC(=O)C(O)(c1ccc(N(C)C(=O)OC(C)C)cc1)C(F)(F)F (configuration not stated)
(4) Cc1ncc(CN2CCCC(C(=O)c3cccc(Cl)c3)C2)s1 (configuration not stated)
(5) CC(C)(C)c1ccc(S(=O)(=O)N2CC3CC(C2)c2cccc(=O)n2C3)cc1 (configuration not stated)
(6) c1cc2c(c(NC3=NCCCS3)c1)CCCC2
(7) CCCCn1c(O)c(C=NC2CC3CCC2(C)C3(C)C)c(=O)[nH]c1=O (configuration not stated)
(8) Cc1cccc(N2C(=O)/C(=C/c3ccc(N4CCN(C)CC4)o3)C(=O)NC2=S)c1C
(9) N#C/C(N)=C(/N)C#N
(10) COC(=O)CC(=O)c1ccc2c(c1)OCO2
entry no.,1,2,3,4,5,6,7,8,9,10
sPLA2-III inh,2,-9,3,0,10,4,-3,-2,5,8
rCAG RNA binder,-4,7,-6,-8,1,1,-9,49*,1,3
GC-B act,-3,1,9,3,-5,-2,1,1,-7,2
ASAP1 GAP inh,0,-2,6,-4,-5,-9,6,5,7,-2
DDE Tn6 FP inh,-12,1,-5,-8,-1,11,9,-5,4,-3
KLK7 zymogen act,-0.1,0.0,0.2,0.1,-0.6,-0.6,0.8,-0.2,1.1,0.0
GAA850 FXN act,1.8,-0.4,5.7,-1.4,0.8,-0.1,6.6,3.2,0.7,1.6
NPR1 activator,-4,2,1,1,-1,0,-4,-2,-1,5
ARFGAP1 inh,2,-4,3,11,4,7,-4,0,-1,-1
ADAM10 inh,6,-2,1,-7,-7,-12,4,-12,-35,-15

From no. 6 as far as 9, copied from above:
(6) c1cc2c(c(NC3=NCCCS3)c1)CCCC2
(7) CCCCn1c(O)c(C=NC2CC3CCC2(C)C3(C)C)c(=O)[nH]c1=O (configuration not stated)
(8) Cc1cccc(N2C(=O)/C(=C/c3ccc(N4CCN(C)CC4)o3)C(=O)NC2=S)c1C
(9) N#C/C(N)=C(/N)C#N
entry no.,6,7,8,9
sPLA2-III inh,4,-3,-2,5
rCAG RNA binder,1,-9,49*,1
GC-B act,-2,1,1,-7
ASAP1 GAP inh,-9,6,5,7
DDE Tn6 FP inh,11,9,-5,4
KLK7 zymogen act,-0.6,0.8,-0.2,1.1
GAA850 FXN act,-0.1,6.6,3.2,0.7
NPR1 activator,0,-4,-2,-1
ARFGAP1 inh,7,-4,0,-1
ADAM10 inh,-12,4,-12,-35

Other structures follow.
(11) Cc1cccc2c1=NC(=O)/C(=C/c1c(O)[nH]c(=O)[nH]c1=O)C=2
(12) C[C@H](NC(=O)OCc1ccccc1)[P+](=O)O
(13) COc1ccc(N2CCN(CCc3ccncc3)CC2)cc1
(14) C=C1C(=O)OC2CCN3CC=C(COC(=O)C(C)(O)C4(CO4)C1C)C23 (configuration not stated)
(15) COc1ccc(CC(=O)N(CCN(C)C)CC2CCCN(Cc3ccccc3F)C2)cc1 (configuration not stated)
(16) COc1cc(/C=C2/C(=O)NC(=O)N(c3ccc(C)cc3)C2=O)cc(OC)c1OC
(17) CCN(C(=O)Oc1ccccc1)c1ccc(C(O)(C(=O)OC)C(F)(F)F)cc1 (configuration not stated)
(18) COc1ccc(CCN(C)Cc2c(F)cccc2F)cc1OC
(19) CCOC(=O)CNC(=O)N1Cc2ccccc2-n2nncc2C1
(20) c1ccc2c(CNC3CCCCC3)c[nH]c2c1
entry no.,11,12,13,14,15,16,17,18,19,20
sPLA2-III inh,-4,-1,8,13,-14,-3,-11,1,14,-4
rCAG RNA binder,1,3,-5,10,10,-1,-3,-7,1,2
GC-B act,0,4,2,-2,-10,-2,-1,4,1,-9
ASAP1 GAP inh,-2,.,3,15,1,-2,0,-9,3,5
DDE Tn6 FP inh,-2,-4,-7,4,-7,-3,4,-11,-3,9
KLK7 zymogen act,6.8,0.1,0.8,0.1,1.4,-1.1,0.1,-0.2,0.0,-0.8
GAA850 FXN act,4.8,.,-0.6,-2.4,0.2,-0.5,-0.8,1.4,-0.8,.
NPR1 activator,-2,-2,0,4,-3,0,1,4,0,-13
ARFGAP1 inh,9,.,7,6,7,4,-8,6,15,-3
ADAM10 inh,-53,1,14,-14,6,-9,10,-2,-2,6

Laid out differently: entries from further up.
Every second line gives: sPLA2-III inh, rCAG RNA binder, GC-B act, ASAP1 GAP inh, DDE Tn6 FP inh, KLK7 zymogen act, GAA850 FXN act, NPR1 activator, ARFGAP1 inh, ADAM10 inh
20. c1ccc2c(CNC3CCCCC3)c[nH]c2c1
 : -4, 2, -9, 5, 9, -0.8, ., -13, -3, 6
19. CCOC(=O)CNC(=O)N1Cc2ccccc2-n2nncc2C1
 : 14, 1, 1, 3, -3, 0.0, -0.8, 0, 15, -2
18. COc1ccc(CCN(C)Cc2c(F)cccc2F)cc1OC
 : 1, -7, 4, -9, -11, -0.2, 1.4, 4, 6, -2

The results go on.
(21) COc1ccc(NP(=O)(Nc2ccc(OC)cc2)Oc2ccccc2)cc1
(22) O=C(c1ccccc1)N1Cc2cc(Br)ccc2-n2nncc2C1
(23) O=C1NCN(c2ccccc2)C12CCN(C(c1cccs1)c1nnnn1C1CCCCC1)CC2 (configuration not stated)
(24) Cc1cc(NCCN)nc2ccccc12
(25) C=CCn1c(O)c(C(C)=NC2CC2)c(=O)[nH]c1=O
(26) CCOC(=O)c1cc2c(cn1)[nH]c1ccccc12
(27) CCCCc1nc2ccccc2c(=O)n1-c1ccccc1[N+](=O)[O-]
(28) CC(=O)c1c(C)n(CCCOC(C)C)c2ccc(O)cc12
(29) CN1CCC(C)(O)C2CCCCC21 (configuration not stated)
(30) O=C1NCN(c2ccccc2)C12CCN(C(c1nnnn1C1CCCCC1)C1CC1)CC2 (configuration not stated)
entry no.,21,22,23,24,25,26,27,28,29,30
sPLA2-III inh,7,0,-11,9,6,-1,-1,7,0,1
rCAG RNA binder,-8,2,7,-1,2,4,1,0,0,2
GC-B act,-5,2,-5,-6,2,-2,-14,5,0,-16
ASAP1 GAP inh,10,-3,1,-19,-17,2,-1,2,-8,3
DDE Tn6 FP inh,2,7,0,2,11,-4,5,0,-4,3
KLK7 zymogen act,0.2,0.8,-0.4,1.1,-0.6,20*,-0.2,0.3,-0.3,0.3
GAA850 FXN act,-2.2,.,.,1.1,-0.7,2.4,0.5,-1.9,-1.1,.
NPR1 activator,-9,-2,-6,0,0,2,-18,11,4,-14
ARFGAP1 inh,-1,-4,-1,3,-4,11,-2,18,10,10
ADAM10 inh,-9,-3,10,-15,-1,-293,4,4,5,-19

(31) CC1(CCl)CN1S(=O)(=O)c1ccccc1 (configuration not stated)
(32) O=C(c1ccc(F)c([N+](=O)[O-])c1)N1CC2CC(C1)c1cccc(=O)n1C2 (configuration not stated)
(33) COc1ccc(C(CC(=O)N2CCC3(CC2)OCCO3)NS(=O)(=O)c2ccc(F)cc2)cc1 (configuration not stated)
(34) CCOC(=O)c1cccc(C2=C(CNC(=O)c3nccs3)[C@H]3CC[C@@H](C2)N3Cc2ccccc2)c1
(35) C/C=C1/CN2C3CC1C(CO)(C(=O)OC)C2Cc1c3n(C)c2ccccc12 (configuration not stated)
(36) O=S(=O)(c1cc(Cl)cc(Cl)c1)N1Cc2cc(-c3cccc(F)c3)ccc2-n2nncc2C1
(37) COc1ccccc1OCC#CCN1CCOCC1
(38) Cc1ccc(OC(=O)N(C)C[C@H]2OCc3cnnn3CCCC(=O)N([C@@H](C)CO)C[C@@H]2C)cc1
(39) CSc1ccc(CN2CCN(Cc3ccccc3Cl)CC2)cc1
(40) CCCCn1c(O)c(C(C)=Nc2c(C)n(C)n(-c3ccccc3)c2=O)c(=O)[nH]c1=O
entry no.,31,32,33,34,35,36,37,38,39,40
sPLA2-III inh,14,4,8,-4,0,-5,7,3,2,1
rCAG RNA binder,-3,3,-4,-1,-4,2,-2,-1,-6,-8
GC-B act,4,-5,2,4,0,-1,3,3,-1,2
ASAP1 GAP inh,3,3,-1,1,7,-18,6,-9,-3,0
DDE Tn6 FP inh,7,4,3,1,4,-2,-6,0,3,-8
KLK7 zymogen act,0.0,0.1,0.1,0.6,0.2,0.0,-0.4,0.3,0.1,-1.0
GAA850 FXN act,-3.0,-0.4,0.9,-3.7,-1.8,.,1.3,.,1.1,1.8
NPR1 activator,7,-2,3,-5,0,-1,2,3,0,0
ARFGAP1 inh,2,8,7,11,6,9,0,0,5,9
ADAM10 inh,2,2,-8,-5,-27,-4,4,-3,-4,0

(41) CCOC(=O)c1c(N)n(Cc2ccccc2)c2nc3ccccc3nc12
(42) C/C(=N\NC(=O)c1ccncc1)c1c(O)n(Cc2ccccc2)c(=O)[nH]c1=O
(43) Cc1ccccc1CS(=O)(=O)Cc1ccc(C(=O)N2CCC3(CC2)OCCO3)o1
(44) Cc1ccsc1C(=O)C1CCCN(Cc2cnn(C(C)C)c2)C1 (configuration not stated)
(45) O=C1NC(=O)N(c2ccc(Cl)cc2)C(=O)/C1=C\c1ccc(Sc2nc3ccccc3[nH]2)o1
(46) CCCC1(CC(C)C)C(=O)NC(=S)NC1=O
(47) CC12C=CC(=O)C=C1CCC1C2C(=O)CC2(C)C(=O)CCC12 (configuration not stated)
(48) COP(=O)(OC)C(NC(=O)c1ccc(C)cc1)C(Cl)(Cl)Cl (configuration not stated)
(49) CN(C(=O)CN1CC=C(c2ccccc2)CC1)c1c(N)n(Cc2ccccc2)c(=O)[nH]c1=O
(50) Oc1cc(Cl)ccc1Oc1ccc(Cl)cc1Cl
(51) CCC(C)NS(=O)(=O)c1ccc(OCC(=O)N2CCN(CC)CC2)cc1 (configuration not stated)
entry no.,41,42,43,44,45,46,47,48,49,50,51
sPLA2-III inh,-11,1,-3,-3,8,6,1,-1,7,-25,12
rCAG RNA binder,5,12,-5,-4,49*,1,0,-3,1,7,-5
GC-B act,16,8,4,4,-2,2,3,-2,1,0,-2
ASAP1 GAP inh,8,1,-1,1,2,6,0,-3,6,6,7
DDE Tn6 FP inh,-1,0,1,-3,-13,0,2,-4,3,-1,1
KLK7 zymogen act,-20,-0.7,0.5,0.5,0.0,-0.6,-0.1,-0.7,0.2,0.6,0.7
GAA850 FXN act,-2.9,-1.4,0.1,2.3,0.5,-1.4,-0.2,0.8,-0.2,-1.0,-2.7
NPR1 activator,27,-1,-5,3,-12,4,2,1,-2,10,2
ARFGAP1 inh,4,-10,-1,5,-18,-1,-5,-7,4,-6,-1
ADAM10 inh,i,-5,5,7,2,-7,-3,-6,-1,1,7
